Bioassay records as filed in PubChem BioAssay.
TDP1 inh – qHTS Assay for Inhibitors of Tyrosyl-DNA Phosphodiesterase (TDP1); Tyrosyl-DNA phosphodiesterase 1 (Homo sapiens), Q9NUW8; recombinant TDP1, AlphaScreen DNA substrate cleavage; Potency, µM (series often up to 130 µM), for inactives: top-dose activity change, negative = inhibition, usual class: inhibitors; 0.28% of 350,000 active; also: nearly all actives have a fitted effect of over 40% in size
Target sequence (Q9NUW8 whole entry, looked up): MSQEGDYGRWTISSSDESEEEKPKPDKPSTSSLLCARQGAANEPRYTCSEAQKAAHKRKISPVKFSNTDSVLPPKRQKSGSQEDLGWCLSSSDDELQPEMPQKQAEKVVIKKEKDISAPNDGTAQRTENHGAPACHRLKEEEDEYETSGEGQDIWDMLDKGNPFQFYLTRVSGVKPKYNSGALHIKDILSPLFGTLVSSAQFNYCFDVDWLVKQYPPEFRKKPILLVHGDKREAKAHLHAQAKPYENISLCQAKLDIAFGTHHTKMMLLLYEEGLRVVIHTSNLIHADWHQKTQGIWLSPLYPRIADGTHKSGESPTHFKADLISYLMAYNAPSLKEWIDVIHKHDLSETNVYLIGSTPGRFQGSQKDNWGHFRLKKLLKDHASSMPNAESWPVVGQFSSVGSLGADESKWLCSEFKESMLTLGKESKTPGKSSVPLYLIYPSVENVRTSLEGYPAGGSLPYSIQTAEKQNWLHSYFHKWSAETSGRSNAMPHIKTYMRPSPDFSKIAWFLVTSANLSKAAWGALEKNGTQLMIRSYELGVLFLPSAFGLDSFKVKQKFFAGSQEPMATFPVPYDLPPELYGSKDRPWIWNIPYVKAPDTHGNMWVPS
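Tdp1 1 nM final; 15 min RT w/ cpd; substrate 15 nM, 5 min; beads 10 ug/ml, 10 min; AlphaScreen read. Neg ctrl: no enzyme.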
N370S GC mod – qHTS Assay for Inhibitors and Activators of N370S glucocerebrosidase as a Potential Chaperone Treatment of Gaucher Disease; AID 2101, 2009; Lysosomal acid glucosylceramidase (Homo sapiens), P04062; 0.092% of 330,000 active; Potency, µM (top dose mostly 59.4 µM), without a hit: top-dose activity change, negative = inhibition, actives largely listed as inhibitors; N370S GC spleen homogenate, 4MU-glucoside fluorescence;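 also: 0% = full enzyme activity and -100% = no enzyme basal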
FEN1 inhibitor – qHTS Assay for the Inhibitors of Human Flap endonuclease 1 (FEN1) | 0.35% of 390,000 active | Recombinant FEN1 flap cleavage, fluorescence, 15 min | Potency, µM (series often up to 114 µM), without a hit: at the top dose activity change, negative = inhibition, most hits filed as inhibitors; also: nearly all actives have a fitted effect of over 65% in size
Target sequence (P39748 whole entry, looked up): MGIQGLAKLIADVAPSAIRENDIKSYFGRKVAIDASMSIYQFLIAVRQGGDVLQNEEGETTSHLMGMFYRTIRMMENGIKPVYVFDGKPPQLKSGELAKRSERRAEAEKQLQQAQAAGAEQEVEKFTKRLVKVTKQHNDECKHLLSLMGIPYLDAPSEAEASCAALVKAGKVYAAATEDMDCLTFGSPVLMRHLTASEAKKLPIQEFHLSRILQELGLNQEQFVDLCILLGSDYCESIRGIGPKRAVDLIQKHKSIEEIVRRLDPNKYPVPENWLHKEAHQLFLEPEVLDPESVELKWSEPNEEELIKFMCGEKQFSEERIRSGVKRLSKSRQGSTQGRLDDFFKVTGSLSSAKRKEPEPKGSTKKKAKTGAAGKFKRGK
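Reaction started by adding substrate (50 nM final) to 10 nM enzyme after 15 min room-temperature compound preincubation. Reads at 0 and 15 min, with data normalized and fitted to a four-parameter Hill equation.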
Starred values were filed as active, the others as inactive; ? = inconclusive; / = not tested or not shown; & = joins results of further samples; [ ] = remark or other dose. Calls follow the shape of the dose curve; as a rule, active = well fitted curve in the direction sought with a large enough effect; inconclusive = small, poorly fitted or top-dose-only effect, or another doubt; inactive = no such curve, though single readings can be large; an effect the other way counts as inactive or inconclusive. Unless noted, % is scaled to controls: 0 for no effect and ±100 for the full control effect; potency is read from the fitted curve at half-maximal effect.

| Structure | TDP1 inh | N370S GC mod | FEN1 inhibitor |
| --- | --- | --- | --- |
| CN1CCN(C(c2ccc(Br)cc2)c2cc(Cl)c3cccnc3c2O)CC1 (configuration not stated) | 10% | -33% | ? |
| O=C1Nc2cc(Br)ccc2C1(O)c1ccccc1O (configuration not stated) | / | -3% | 1% |
| CC1CC(=O)N(CC(=O)Nc2ccc(OC(F)(F)F)cc2)c2ccccc2S1 (configuration not stated) | 6% | / | -5% |
| Cc1ccc([N+](=O)[O-])cc1NC(=O)Nc1cccc(F)c1 | -4% | -1% | 2% |
| CCCCCCC(=O)Nc1cc2nc3c(nc2cc1C)c(=O)n(C)c(=O)n3C | 2% | / | 27% |
| Cc1ccc(NC(=S)N(CCN2CCCCC2)Cc2ccco2)cc1 | 2% | 28% | 8% |
| CCCCNS(=O)(=O)c1ccc(C)c(-c2nnc3c4ccccc4c(C)nn23)c1 | 0% | / | 2% |
| Cn1ncc(C#N)c1/N=C/N1CCOCC1 | 1% | -1% | 8% |
| O=C(NCc1ccccc1Cl)C1CCC(CNc2nc(=S)[nH]c3ccccc23)CC1 (configuration not stated) | 3% | 2% | 4% |
| CC(C)c1ccc(N2C(=NC(=O)C3CC3)SC3CS(=O)(=O)CC32)cc1 (configuration not stated) | 5% | 24% | -3% |
| COc1ccc(S(=O)(=O)Nc2c(C)n(C)n(-c3ccccc3)c2=O)cc1Br | -7%[12.3 µM] | -1% | -3%&13% |
| COCCn1c(SCC(=O)Nc2nc(C)cs2)nnc1C(C)C | 7% | -16% | -10% |
| O=C(CC1NCCNC1=O)Nc1ccccc1 (configuration not stated) | -1% | -4% | -3% |
| O=C(Oc1ccccc1N1CCOCC1)c1sccc1Br | 9% | 10% | 2% |
| CCNC(=S)Nc1nc2c(cc1C(=O)OCC)CCCC2 | 2% | 6% | 0% |
| COc1ccc(Nc2cc(C(=O)NCCCN(C)C3CCCCC3)c3ccccc3n2)cc1 | 9% | / | -23% |
| Cc1ccc(C)c(CNC(=O)C2CCCCN2S(=O)(=O)c2ccc(F)cc2)c1 (configuration not stated) | -5% | / | 0% |
| C=CCSc1nnc(CCc2ccccc2)n1N | 1% | 5% | -3% |
| CCCCCCn1nc(C(=O)N(CC(C)C)c2c(N)n(CCCC)c(=O)[nH]c2=O)c2ccccc2c1=O | 1% | -1% | -3% |
| O=C(CCCC(=O)OCC1CCCO1)OCC1CCCO1 (configuration not stated) | 4% | -3% | 6% |
| CN1OC(c2ccccc2)=C(CO)C1c1ccccc1 (configuration not stated) | 0% | 2% | 11% |
| COc1cc(Cl)c(C)cc1NC(=O)CCn1c(=O)c2cccn2c2cccnc21 | -10% | / | 4% |
| CC1CN(Cc2cc(=O)n3ccsc3n2)CC(C)O1 (configuration not stated) | 2% | 9% | -11% |
| CC(NC(=O)COC(=O)[C@@H]1CCCN1S(=O)(=O)c1ccccc1F)C12CC3CC(CC(C3)C1)C2 (some centres not stated) | -1% | ? | -19% |
| CC(C)COc1ccc(C(=O)OCCN2CCOCC2)c(O)c1 | -2% | 3% | -2% |

(cont.)
| Structure | TDP1 inh | N370S GC mod | FEN1 inhibitor |
| --- | --- | --- | --- |
| COc1cc(/C=N/NC(=O)C(NC(=O)c2ccccc2)c2n[nH]c(=O)c3ccccc23)ccc1OCC(N)=O (configuration not stated) | 2% | -1% | -7% |
| O=C(NC(=S)Nc1cccnc1Cl)c1ccc(F)cc1 | / | 1% | 3% |
| COc1ccc(S(=O)(=O)N2CCC(C)CC2)cc1N(C)S(=O)(=O)c1ccccc1 | 4% | 1% | 1% |
| CC1=Nc2cc(C(=O)NCc3ccc(C)cc3)ccc2Sc2ccc(Cl)cc21 | 2% | / | -17% |
| Cc1ccc(CN(Cc2ccco2)C(=O)COc2ccc(C)c(C)c2)cc1 | 6% | / | -21% |
| COC(=O)c1sccc1S(=O)(=O)N(CC(=O)NCc1ccc(C)cc1)c1ccc(C)cc1 | 6% | / | 3% |
| Cc1cc(C)cc(NC(=O)CN2C(=O)c3ccccc3Sc3ccc(C(=O)N4CCCC4)cc32)c1 | 5% | / | -13% |
| CCOc1ccc(C(OC(=O)c2ccco2)C(=O)NCc2ccc(C)cc2)cc1 (configuration not stated) | -1% | 9% | ? |
| COc1ccc(-c2cc(C(F)F)n3ncc(C(=O)NCCCN4CCCC4=O)c3n2)cc1 | -3% | 8% | -22% |
| Cc1cc(C)n(Cc2ccc(C(=O)O)o2)n1 | 3% | 4% | -2% |
| COc1ccc(NC(=O)c2nnn(CC(=O)Nc3ccccc3OC)c2N)c(OC)c1 | -3% | -5% | -10% |
| CCOc1cc(/C=C2/SC(=Nc3ccccc3)N(Cc3cccnc3)C2=O)ccc1OCC#N | 8% | -10% | 2% |
| COc1cccc(CN(C(=O)Cc2c[nH]c3ccccc23)C(C(=O)NC2CCCCC2)c2cccs2)c1 (configuration not stated) | -5% | 6% | -4% |
| CCN1CCCC1CNC(=O)Cn1nc(C)n2c(cc3cc(C)ccc32)c1=O (configuration not stated) | 5% | 7% | -10% |
| N/C(=N/OC(=O)c1ccccc1F)c1nonc1N | -3% | 17% | -7% |
| O=S(=O)(c1ccccc1)c1nnn2c1nc(N1CCN(c3ccccc3)CC1)c1cc(Cl)ccc12 | 0% | / | 15% |
| O=C(Cc1ccccc1)c1nc2ccccc2s1 | 0% | 3% | -5% |
| O=C(O)c1ccc(-n2nncc2-c2ccco2)cc1 | 5% | -6% | 1% |
| O=[N+]([O-])c1cccc(-c2cc3cccc[n+]3cc2-c2cccc([N+](=O)[O-])c2)c1 | 3% | -3% | 0% |
| CC(C)OC(=O)/C(=C\c1cccnc1)NC(=O)c1ccccc1 | 3% | -15% | 16% |
| CC(=O)c1ccc(NC(=O)c2cc(Cl)nc3ccccc23)cc1 | -3% | -2% | 0% |
| Nc1ccc(N2CCCCC2)c(S(=O)(=O)Nc2ccc(Cl)cc2)c1 | 6% | ? | -24% |
| CC(Oc1ccc(-c2ccccc2)c(F)c1)c1ccn(S(=O)(=O)c2cccc3ccccc23)n1 (configuration not stated) | -1% | 10% | 3% |
| CN(Cc1ccc(Cl)cc1Cl)C(=O)c1cccc(S(=O)(=O)N2CCN(c3ccccc3)CC2)c1 | / | -3% | -8% |
| CCC(C(=O)NCc1ccccc1)n1ncn2c(cc3occc32)c1=O (configuration not stated) | -3% | / | 16% |

Continued, overlapping the part above by 5 compounds.
| Structure | TDP1 inh | N370S GC mod | FEN1 inhibitor |
| --- | --- | --- | --- |
| CC(=O)c1ccc(NC(=O)c2cc(Cl)nc3ccccc23)cc1 | -3% | -2% | 0% |
| Nc1ccc(N2CCCCC2)c(S(=O)(=O)Nc2ccc(Cl)cc2)c1 | 6% | ? | -24% |
| CC(Oc1ccc(-c2ccccc2)c(F)c1)c1ccn(S(=O)(=O)c2cccc3ccccc23)n1 (configuration not stated) | -1% | 10% | 3% |
| CN(Cc1ccc(Cl)cc1Cl)C(=O)c1cccc(S(=O)(=O)N2CCN(c3ccccc3)CC2)c1 | / | -3% | -8% |
| CCC(C(=O)NCc1ccccc1)n1ncn2c(cc3occc32)c1=O (configuration not stated) | -3% | / | 16% |
| O=C(Nc1ccc2oc(=O)ccc2c1)c1ccc(-c2ccc(Cl)cc2)o1 | 5% | 10% | -1% |
| Cc1ccccc1CN1C(=O)CS/C1=N/N=C/c1ccco1 | / | ? | -1% |
| O=C(Nc1ccc(NC(=O)c2ccccc2)nc1)c1ccncc1 | 2% | -5% | 6% |
| Cc1cc(F)ccc1S(=O)(=O)N1CCCOC1CNC(=O)C(=O)NCCC1=CCCCC1 (configuration not stated) | 3% | 3% | 22% |
| Cc1ccc(-c2csc3nc(C(C)C)oc(=O)c23)c(C)c1 | 2% | 4% | 1% |
| Cc1ccc(S(=O)(=O)c2cn(CC(=O)Nc3ccccc3)c3ccc(F)cc3c2=O)cc1 | 5% | 5% | -1% |
| CCCCCCc1cc2cc(-c3nnc(-c4ccccc4O)o3)c(=O)oc2cc1O | 1% | 6%[2.35 µM] | 5% |
| Cc1cccc(N2CCN(C(=O)C3CCCN(C(=O)c4cc5sccc5n4C)C3)CC2)c1C (configuration not stated) | 7% | / | 0% |
| CCCCSc1nc2ccccc2[nH]1 | 4% | 1% | 14% |
| Cc1ccc(Oc2nnc(-c3ccccc3)cc2C#N)cc1 | 3% | -16% | -3% |
| Cc1ccc(C2/C(=C(\O)c3c(C)nc4ccccn34)C(=O)C(=O)N2CCN(C)C)o1 (configuration not stated) | 1% | 0% | -2% |
| COc1ccc(NC(=O)c2ccco2)cc1NC(=O)c1ccc(OC(C)C)cc1 | 5% | / | -7% |
| Cc1cc(N)n(-c2nc(-c3cccnc3)nc3ccccc23)n1 | 6% | 9% | -3% |
| CSc1nc2sc3c(c2c(=S)[nH]1)CC(C)(C)OC3 | / | -1% | 3% |
| Cc1cc(C)nc(NS(=O)(=O)c2ccc(NC(=O)NC3CCCCC3)cc2)n1 | 2% | 2% | -9% |
| COc1ccccc1CC1S/C(=N/N=C/c2ccco2)NC1=O (configuration not stated) | 0% | -6% | 14% |
| O=C(CSc1nnc2c(Cl)cc(Cl)cn12)N1CCOCC1 | -2% | 4% | -4% |
| Cc1ccc(NC(=O)CSc2nnc3c(n2)[nH]c2ccccc23)cc1 | 2%[0.0935 µM] | -3% | 11% |
| COc1ccc(C(=O)CN2CCN(S(=O)(=O)c3cccc([N+](=O)[O-])c3)CC2)cc1 | -1% | 5% | 2% |
| Cc1ccc(C(=O)Nc2cc(=O)n(C)c(=O)n2C)cc1C | 2% | 5% | -1% |
| O=C(c1ccc(F)c(S(=O)(=O)N2CCOCC2)c1)N(CCc1ccccc1)Cc1ccccc1 | -4% | -6% | -11% |
| COc1ccc(Cl)cc1NC(=O)CN(C(=O)c1ccco1)C1CCCCC1 | -4% | -5% | -14% |
| c1cc2cn[nH]c2cc1NC1CCCCCC1 | 12% | ? | -6% |
| CCOC1C(=O)NC(=O)N1Cc1ccccc1 (configuration not stated) | / | -20% | 0% |
| CC1(C(=O)O)Oc2cccnc2NC1=O (configuration not stated) | 5% | -2% | 12% |

(next part)
| Structure | TDP1 inh | N370S GC mod | FEN1 inhibitor |
| --- | --- | --- | --- |
| Cc1ccc2cc(C=O)c(Cl)nc2c1 | 5% | 7% | 5% |
| Oc1ccc(CN2CCCCC2)nc1-c1ccccc1 | 6% | 1% | -2% |
| O=C(CCN1C(=O)/C(=C/c2ccccc2Cl)SC1=S)NC1C=CS(=O)(=O)C1 (configuration not stated) | -6% | -11% | ? |
| COc1ccc(S(=O)(=O)NCC2CCC(C(=O)NCCCN3CCCC3=O)CC2)cc1 (configuration not stated) | 0% | -14% | -10% |
| CCCOC(=O)C1=C(C)OC23OC(N)=C(C#N)C12C(=O)c1ccccc13 (configuration not stated) | 4%[56.1 µM] | 9% | -16% |
| COc1ccc(NC(=O)C2CCN(S(=O)(=O)c3cccc4cccnc34)CC2)cc1 | 1% | 24% | -2% |
| COc1ccc(CNC(=O)N2CCN(S(=O)(=O)c3ccccc3F)CC2)cc1 | / | -2% | -4% |
| CC(C)(C)c1ccc(C(=O)Nc2sc3c(c2C(=O)O)CCC3)cc1 | 8% | 10% | -15% |
| Cc1nc2ccc(NC3=NCCCCC3)cc2s1 | 10% | -7% | 0% |
| CC(C)CCNC(=O)Nc1ccc2c(c1)N(C)C(=O)c1ccccc1S2 | 9% | / | 12% |
| CCOC(=O)c1ccc(NC(=S)N2CCN(CCNC3=CC(=O)CC(C)(C)C3)CC2)cc1 | 1% | -6% | -11% |
| O=C(Cc1cccs1)NCc1cccc(Br)c1 | / | 1% | 13% |
| COc1cccc(N2CCN(S(=O)(=O)c3ccc4c(c3)NC(=O)C(C)C(=O)N4)CC2)c1 (configuration not stated) | 7% | -25% | -1% |
| O=C1CCCC1C(=O)Nc1ccc2ccccc2c1 (configuration not stated) | 1% | 3% | -5% |
| Cn1c(-c2ccccc2)cnc1SCC(=O)NCc1ccco1 | 5% | -1% | -11% |
| Cc1cc(C)n(-c2ccc(NC(=O)C3CCCCN3Cc3cccc4c3OCO4)cc2)n1 (configuration not stated) | 2% | -6% | -1% |
| C#CCNC(=O)C1=C[C@@H](c2ccc(Br)cc2)C[C@@H](OCCCCO)O1 | 3% | -6% | 14% |
| O=C(Cn1cnc2c(cnn2-c2ccccc2)c1=O)c1ccc(Cl)cc1 | 3% | 3% | 0% |
| CCOC(=O)c1c(NC(=O)c2noc3c2CC(C(C)(C)C)CC3)sc2c1CCCC2 (configuration not stated) | -1% | / | -12% |
| COc1ccc(-c2nc3c(c4c2C[C@H](c2ccccc2)OC4)CN(C(=O)C2CCCCC2)CC3)c(C)c1 | 11%[12.3 µM] | 0%[12.8 µM] | / |
| COc1ccc(C(=O)/C(=C\c2sccc2C)c2nc3ccccc3o2)cc1 | 0% | ? | / |
| Nc1c(C(=O)C2CC2)sc2nc(-c3cccs3)cc(C(F)(F)F)c12 | 2% | 5% | -1% |
